STK33 kinase inh – blocks human STK33 kinase activity. purified STK33, MBP phosphorylation, ADP-Glo luminescence. AID 2661. inhibition, % at 10 µM. Q9BYT3. hit rate 0.073% among 320,000;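 active = inhibition at or above 25%, using the most active replicate where run in duplicate; inactive = inhibition below 25%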
Target sequence (Q9BYT3 whole entry, looked up): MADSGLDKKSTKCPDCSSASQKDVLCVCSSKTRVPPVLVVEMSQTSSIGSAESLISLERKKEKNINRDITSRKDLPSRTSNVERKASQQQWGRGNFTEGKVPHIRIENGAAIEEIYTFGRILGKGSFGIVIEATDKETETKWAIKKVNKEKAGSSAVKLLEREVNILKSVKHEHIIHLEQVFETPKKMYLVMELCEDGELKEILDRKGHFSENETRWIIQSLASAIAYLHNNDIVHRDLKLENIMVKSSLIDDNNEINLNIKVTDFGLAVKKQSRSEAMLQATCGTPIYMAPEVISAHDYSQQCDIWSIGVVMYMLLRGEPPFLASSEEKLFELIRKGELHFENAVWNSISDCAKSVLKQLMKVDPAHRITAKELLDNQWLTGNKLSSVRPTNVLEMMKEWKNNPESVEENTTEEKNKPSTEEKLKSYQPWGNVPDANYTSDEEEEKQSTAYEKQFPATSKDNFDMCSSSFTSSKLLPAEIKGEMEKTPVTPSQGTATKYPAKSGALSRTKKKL
* hit, by the source's call. Only part of the results is shown; the hit share may differ from the screen's.

SMILES | STK33 kinase inh
CCN(CC)C(=O)[C@H]1CC(CC(=O)NCCc2ccccn2)C(=O)N2CCc3c([nH]c4ccccc34)[C@]12C (some centres not stated) | 1.3
CCOC(=O)C1CCCN(C(=O)CN2C(=O)c3ccccc3S2(=O)=O)C1 (configuration not stated) | 0.2
N#Cc1ccc(OCC(=O)OCC(=O)Nc2sccc2C(N)=O)cc1 | -0.3
COc1ccc(/C(O)=C2/C(=O)C(=O)N(CCN3CCOCC3)C2c2ccccn2)cc1 (configuration not stated) | -0.4
O=c1c2ccccc2oc2ccc(-c3ccc4cc[nH]c4c3)cc12 | 0.3
COC(=O)c1c(NC(=O)CN(C)CC(=O)Nc2ccc(C)cc2)sc2c1CCC(C)C2 (configuration not stated) | -0.5
COc1ccc(NC(=O)CC(C)c2ccccc2)cc1S(=O)(=O)N1CCOCC1 (configuration not stated) | 0.3
Cc1ccc(C)c(N2N=C(C(=O)Nc3cccnc3)CCC2=O)c1 | 0.6
CCCCOc1ccc(C(=O)NCC(=O)N(C)Cc2nc3ccccc3c(=O)[nH]2)cc1 | -0.7
COc1cc(CNC(=O)CCCCCCC(C)C)ccc1O | -1.3
CN(CC(=O)Nc1ccc(Cl)c(C(F)(F)F)c1)C(=O)CCc1nc2ccccc2c(=O)[nH]1 | 0.4
C[C@@H]1CN([C@H](C)CO)C(=O)c2cc(NC(=O)C3CCCCC3)ccc2O[C@@H]1CN(C)Cc1ccncc1 | 0.9
CN(CC(=O)Nc1ccc(F)cc1)CC(=O)N1CCCCCC1 | -1.0
O=C(CN1CCN(C(=O)c2ccco2)CC1)Nc1cc(C(F)(F)F)ccc1Cl | 1.0
Cc1sc2ncnc(SCC(=O)Nc3ncccc3O)c2c1C | -1.6
O=C(O)C1CCN(C(=O)CSc2nnc(-c3ccccc3)o2)CC1 | -2.0
O=C1CCc2cc(S(=O)(=O)NCCC(=O)N3CCN(c4cccc(Cl)c4)CC3)ccc2N1 | 0.0
Cc1nc2ccc(NC(=O)[C@@H](NC(=O)c3c(F)cccc3F)C(C)C)cc2s1 | -0.5
Cc1ccc(NC(=O)CN(C)C(=O)c2cc(C)on2)cc1 | -0.7
O=C(COC(=O)c1cccc(F)c1)Nc1ccc2c(c1)OCCO2 | -0.2
CN(c1ccccc1)S(=O)(=O)c1ccc(C(=O)N2CCN(c3ccccc3F)CC2)cc1 | -0.1
Cc1cc(NC(=O)CSCC(=O)OCC(=O)Nc2ccc(OC(F)F)cc2)no1 | -0.6
CCC(C)c1ccccc1NC(=O)C(C)Sc1n[nH]c(N)n1 (configuration not stated) | -0.2
COc1ccc(NC(=O)COC(=O)c2ccc(C)c(S(=O)(=O)N3CCCCC3)c2)cc1 | -3.8
Cn1cncc1C#Cc1ccc2c(=O)c3ccccc3oc2c1 | -2.1
O=C(CCNS(=O)(=O)c1c(Cl)cccc1Cl)N1CCCC1 | 0.5
CC1(C2CC2)NC(=O)N(CC(=O)Nc2cc(S(=O)(=O)N3CCCCC3)ccc2Cl)C1=O (configuration not stated) | -0.3
Cc1ccc2c(c1)C1CN(C)CCC1N2S(=O)(=O)c1cccc(C(F)(F)F)c1 (configuration not stated) | -1.3
O=C(O)C1CCCCN1C(=O)c1cc2c(s1)CCCCC2 (configuration not stated) | -1.3
CCN(Cc1nc2ccccc2c(=O)[nH]1)C(=O)C1CC(=O)N(c2cccc3ccccc23)C1 (configuration not stated) | 0.5
COc1ccc(CCNC(=O)COC(=O)Cc2ccccc2[N+](=O)[O-])cc1 | 0.4
N#Cc1ccc(C23OCCN2CCn2nc4ccccc4c23)cc1 (configuration not stated) | 1.1
CCOC(=O)C1CCN(C(=O)COC(=O)/C=C/c2ccc([N+](=O)[O-])cc2)CC1 | 0.2
O=C(CC1NCCNC1=O)Nc1ccc2c(c1)OCCO2 (configuration not stated) | -0.5
O=C(Cc1cccc(NC(=O)C2CCCN(C(=O)C3CC3)C2)c1)Nc1cccc(C(=O)N2CCCC2)c1 (configuration not stated) | 1.4
CCN(CC)S(=O)(=O)c1ccc(C(=O)N2CCN(C(=O)c3ccco3)CC2)cc1 | -1.4
COc1ccc(-c2c(C#Cc3ccsc3)c3cc(-c4ccc5[nH]ccc5c4)ccc3n2C)cc1 | -0.6
NC(=O)c1ccc(NC(=O)COC(=O)CCN2C(=O)c3ccccc3C2=O)cc1 | -1.2
Cc1cc(=O)oc2cc(OCC(=O)NC3CCCCC3)c(Cl)cc12 | 0.1
Cc1cc(C)n2nc(C(=O)OCC(=O)Nc3cc(Cl)ccc3C)nc2n1 | 3.2
Cc1nn(CC(=O)N(CC(C)C)C2CCS(=O)(=O)C2)c(C)c1[N+](=O)[O-] (configuration not stated) | -1.2
CCn1cnnc1SCC(=O)c1c(N)n(C2CC2)c(=O)[nH]c1=O | -1.3
Cc1ccc(NC(=O)CCc2ccccc2)cc1S(=O)(=O)N1CCOCC1 | -0.2
O=C(COC(=O)c1ccc(Br)o1)c1ccc(S(=O)(=O)N2CCCCC2)cc1 | 0.2
CCOC(=O)[C@H]1[C@H]2COc3ccc(Br)cc3[C@@H]2N2C(=O)c3cc(OC)c(OC)cc3NC(=O)[C@@]12C | 0.1
CSc1ncccc1C(=O)Nc1cccc(S(=O)(=O)N(C)c2ccccc2)c1 | -0.4
Cc1cc(C)n2nc(SC(C)C(=O)N(C)c3ccccc3)nc2n1 (configuration not stated) | 0.3
CCN1CCN(C(=O)C(Cc2ccccc2)NC(=O)c2ccc(Cl)c(S(=O)(=O)N(C)C)c2)CC1 (configuration not stated) | -0.2
CCCNC(=O)C(Cc1ccc(Cl)cc1)NC(=O)c1ccc(-c2ccccc2)cc1 (configuration not stated) | -1.3
O=C(Cn1cnc2ccccc21)OCC(=O)N1CCCCC1 | -0.8
O=C(COC(=O)c1ccc(Cl)cc1)NC1CCCCCC1 | 0.3
N#Cc1ccc(-c2c(-c3ccccc3)ncc3cc(F)ccc23)cc1 | -0.7
CN(Cc1ccccc1)C(=O)C1CCCN1S(=O)(=O)c1ccc(Cl)cc1 (configuration not stated) | 1.0
CN1CC(=O)N(CC(=O)Nc2cccc3ccccc23)C1=O | -1.4
O=C(OCC(=O)N1CCCc2ccccc21)c1cc(S(=O)(=O)N2CCOCC2)ccc1O | -0.7
Cc1cc(C(=O)NCC(c2ccco2)N2CCCC2)c2ccccc2n1 (configuration not stated) | 0.0
CC(C)(C)c1ccc(S(=O)(=O)N2CCNC(=O)C2)cc1 | 0.6
Cc1ccc(S(=O)(=O)c2c(C)nn(-c3ccccc3)c2OC(=O)c2ccc(Br)o2)cc1 | -1.1
CCCN(CC(=O)Nc1ccccc1OC)C(=O)c1ccc2c(c1)NC(=O)C(C)S2 (configuration not stated) | 0.5
COc1cc2cc(CCCOC(=O)c3ccc(C(F)(F)F)cc3)oc(=O)c2cc1OC | -0.1
Following part.
SMILES | STK33 kinase inh
COc1ccccc1C(CNC(=O)c1ccc(C)c(S(=O)(=O)N2CCCCC2)c1)N(C)C (configuration not stated) | -1.1
COc1ccc(-c2sc3ccccc3c2-c2ccc(OCCN3CCOCC3)cc2)cc1 | -0.9
Cc1sc2ncnc(SCC(=O)Nc3ccc(CN4CCCC4)cc3)c2c1C | 0.6
N#Cc1ccccc1OCC(=O)NCc1ccccc1CN1CCCC1 | -2.6
O=C(Nc1ccc(SC(F)F)cc1)c1cc(-c2ccncc2)nc2ccccc12 | -0.2
CCC(C)(C(=O)NC1CCCCC1)N(C(=O)C1CCC(=O)N1)c1ccc(C)cc1 (configuration not stated) | -1.7
CCc1noc(C)c1C(=O)OCC(=O)N1CCc2ccccc21 | -0.4
CNC(=O)c1ccc(CN(C)CC(=O)Nc2ccccc2C(=O)NC2CC2)cc1 | 1.3
CC(C)(C)OC(=O)[C@H](NC(=O)OCc1ccccc1)c1ccccc1 | -1.6
Cc1ccc(S(=O)(=O)N2CCN(C(=O)CN3C(=O)CNC3=O)CC2)cc1 | -0.8
CC1(C)CC(=O)C=C(c2cccc(O)c2)C1 | -0.8
CCc1ccccc1NC(=O)CNC(=O)CNC(=O)c1cccs1 | -0.1
O=C1CC[C@H](O)CCN1[C@H](CSc1ccc(Br)cc1)Cc1ccccc1 | 0.2
Cc1ccc(S(=O)(=O)N2[C@@H](c3ccccc3)C(C(=O)O)=CC[C@H]2c2ccc3c(c2)OCO3)cc1 | -1.5
O=C(NCc1ccc(OC(F)(F)F)cc1)c1cccc2c1C(=O)c1ccc(N3CCC(Cc4ccccc4)CC3)cc1S2(=O)=O | 2.5
O=C(NCc1ccco1)c1ccc2c(=O)n(Cc3ccco3)c(SCC(=O)N3CCCC3)nc2c1 | 0.5
CC(=O)Nc1ccc(C(=O)COC(=O)CCc2ccccc2)c(F)c1 | -0.7
N#Cc1ccc(C#Cc2ccc3oc4ccccc4c(=O)c3c2)cc1 | 0.1
NS(=O)(=O)c1ccc(N2CCOCC2)c(C(=O)NCCCSc2ccccc2)c1 | -1.9
O=C(COc1cccc2ccccc12)Nc1nc2ccccc2[nH]1 | -0.1
COc1cccc(NC(=O)COC(=O)c2ccc3ccccc3n2)c1 | -0.5
CC1(C)Cc2cccc(OCC(=O)Nc3cc(S(C)(=O)=O)ccc3Cl)c2O1 | 1.9
CCCCN(C(=O)c1cc(-c2ccco2)nc2ccccc12)c1c(N)n(CCC)c(=O)[nH]c1=O | 0.3
CCN(CC)c1ccc(C(=O)NNC(=O)CCNC(=O)c2ccccc2)cc1 | 1.3
Fc1ccc(CN2CCCCCC2)c(F)c1 | -0.4
COc1cccc(OC)c1C(=O)Nc1cccc(S(=O)(=O)Nc2ccccc2Cl)c1 | 0.8
COc1ccc(S(=O)(=O)N2CCN(C(=O)c3cc(C)nc4ccccc34)CC2)cc1OC | 2.2
O=C(COC(=O)COc1ccccc1)NCCC1=CCCCC1 | -0.6
O=C(c1cc(C2CC2)nn1-c1ccccc1)N1CCN(c2ccccc2O)CC1 | -3.1
O=C(COC(=O)/C=C/c1ccccc1)NC1CCCC1 | -1.7
CN(c1ccc(OC(=O)c2ccc(-n3cncn3)c([N+](=O)[O-])c2)cc1)S(=O)(=O)c1ccccc1 | 0.8
COc1ccc(C)cc1S(=O)(=O)NNc1nc(C)cc(C)n1 | -0.4
O=C(O)c1cccc2c1C(=O)c1cc(Br)ccc1S2(=O)=O | -0.7
FC(F)(F)c1nnc2ccc(N3CCCCCC3)nn12 | -1.0
Cc1ccc(NC(=O)COC(=O)c2cc(=O)c3ccccc3o2)c(Br)c1 | -0.4
O=C(CN1CCN(S(=O)(=O)c2ccc(F)c(Cl)c2)CC1)N1CCOCC1 | 0.9
Cc1cc(Br)ccc1NC(=O)CSCc1c(C)noc1C | -0.5
Cc1ccc([N+](=O)[O-])cc1S(=O)(=O)Nc1ccc(C(=O)N2CCN(C(=O)c3ccco3)CC2)cc1 | 0.1
Cc1cccc(C(=S)N2CCOCC2)n1 | 0.2
Cc1onc(-c2c(F)cccc2Cl)c1C(=O)NCc1ccc(S(N)(=O)=O)cc1 | -0.8
Cc1cc(C(=O)CCC(=O)N2CCN(c3ccccc3O)CC2)c(C)s1 | -0.9
Cc1c(C2(O)CCCCC2)[nH]c2ccc(C(F)(F)F)cc12 | 4.2
O=C(CCN1C(=O)c2ccccc2C1=O)Nc1ccc(S(=O)(=O)NC2=NCCCCC2)cc1 | -1.3
COc1ccccc1NC(=O)CON=C(N)CC(=O)NC1CCCCC1 | -1.1
O=C(COC(=O)CSc1ccc(Cl)cc1)Nc1ccc2[nH]c(=O)[nH]c2c1 | 0.3
O=C(CCNC(=O)c1ccc(Cl)cc1)Nc1nc2ccccc2[nH]1 | -1.0
Cn1c(N)c(C(=O)CSc2n[nH]c(-c3ccccc3)n2)c(=O)n(C)c1=O | 0.7
O=C(CCl)Nc1ncc(S(=O)(=O)c2ccc([N+](=O)[O-])cc2)s1 | -1.6

3 structures already listed, sorted by number of heavy atoms, rising:
SMILES | STK33 kinase inh
Cn1c(N)c(C(=O)CSc2n[nH]c(-c3ccccc3)n2)c(=O)n(C)c1=O | 0.7
Cc1onc(-c2c(F)cccc2Cl)c1C(=O)NCc1ccc(S(N)(=O)=O)cc1 | -0.8
O=C(CCN1C(=O)c2ccccc2C1=O)Nc1ccc(S(=O)(=O)NC2=NCCCCC2)cc1 | -1.3

Next part:
SMILES | STK33 kinase inh
COc1ccccc1OCC(=O)OCC(=O)NC1CCCCC1 | -2.4
Cc1ccc(OCCOC(=O)c2cc(S(=O)(=O)N3CCCCC3)ccc2N2CCOCC2)cc1 | 0.2
O=C(NOCc1ccccc1)c1ccc(Cl)cc1 | -2.4
COc1ccc(C(=O)OCC(=O)NCCN2C(=O)CSC2=O)cc1[N+](=O)[O-] | -1.2
Ic1ccc(N2CCN(Cc3c[nH]c4ncccc34)CC2)cc1 | -0.9
O=C(c1cc2nc(-c3ccco3)cc(C(F)(F)F)n2n1)N1CCN(c2ccc(F)cc2)CC1 | -0.7
COc1cc(Cl)c(C)cc1NC(=O)COC(=O)C1=NN(c2ccccc2)C(=O)CC1 | -1.3
O=C(COC(=O)c1ccccc1Br)NCc1cccs1 | 0.0
Cc1cc(C)c(NC(=O)COC(=O)Cn2nc(-c3ccccc3)oc2=O)c(C)c1 | -2.3
CC(NC(=O)C(NS(=O)(=O)c1cccs1)C(C)C)c1ccc(S(N)(=O)=O)cc1 (configuration not stated) | -0.4

By substructure: the entries above containing an aryl thioether with sulfur outside any ring
SMILES | STK33 kinase inh
Cc1sc2ncnc(SCC(=O)Nc3ncccc3O)c2c1C | -1.6
O=C(O)C1CCN(C(=O)CSc2nnc(-c3ccccc3)o2)CC1 | -2.0
CCC(C)c1ccccc1NC(=O)C(C)Sc1n[nH]c(N)n1 (configuration not stated) | -0.2
CCn1cnnc1SCC(=O)c1c(N)n(C2CC2)c(=O)[nH]c1=O | -1.3
CSc1ncccc1C(=O)Nc1cccc(S(=O)(=O)N(C)c2ccccc2)c1 | -0.4
Cc1cc(C)n2nc(SC(C)C(=O)N(C)c3ccccc3)nc2n1 (configuration not stated) | 0.3
Cc1sc2ncnc(SCC(=O)Nc3ccc(CN4CCCC4)cc3)c2c1C | 0.6
O=C(Nc1ccc(SC(F)F)cc1)c1cc(-c2ccncc2)nc2ccccc12 | -0.2
O=C1CC[C@H](O)CCN1[C@H](CSc1ccc(Br)cc1)Cc1ccccc1 | 0.2
O=C(NCc1ccco1)c1ccc2c(=O)n(Cc3ccco3)c(SCC(=O)N3CCCC3)nc2c1 | 0.5
NS(=O)(=O)c1ccc(N2CCOCC2)c(C(=O)NCCCSc2ccccc2)c1 | -1.9
O=C(COC(=O)CSc1ccc(Cl)cc1)Nc1ccc2[nH]c(=O)[nH]c2c1 | 0.3
Cn1c(N)c(C(=O)CSc2n[nH]c(-c3ccccc3)n2)c(=O)n(C)c1=O | 0.7
